Tb PFK block: blocks T. brucei phosphofructokinase | O15648 | T. brucei PFK, ADP-Glo luminescence | 330,000 tested, 0.17% active | AID 485367 | Potency, µM (highest dose often 57.5 µM), inactives show top-dose activity, negative = inhibition, hits mostly inhibitors;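 further: potency means the concentration at half of the fitted maximal effect; 0% = uninhibited 1x PFK enzyme wells and -100% = no-enzyme wells; nearly all actives have a fitted effect of over 60% in size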
Target sequence (O15648 whole entry, looked up): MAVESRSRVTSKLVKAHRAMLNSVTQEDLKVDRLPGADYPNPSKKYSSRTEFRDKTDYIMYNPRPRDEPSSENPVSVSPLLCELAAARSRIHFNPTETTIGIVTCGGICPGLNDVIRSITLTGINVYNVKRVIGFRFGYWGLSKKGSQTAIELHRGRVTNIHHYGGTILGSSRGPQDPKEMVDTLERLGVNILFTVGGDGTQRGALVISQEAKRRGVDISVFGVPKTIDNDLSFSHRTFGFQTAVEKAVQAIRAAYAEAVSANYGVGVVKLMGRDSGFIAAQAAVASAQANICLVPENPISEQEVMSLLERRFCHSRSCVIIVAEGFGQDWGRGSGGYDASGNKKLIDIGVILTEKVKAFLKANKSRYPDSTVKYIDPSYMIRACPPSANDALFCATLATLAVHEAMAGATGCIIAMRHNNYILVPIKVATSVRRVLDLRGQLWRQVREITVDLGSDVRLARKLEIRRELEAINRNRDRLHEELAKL
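Compounds were pin-transferred as a titration series up to 57 uM into substrate buffer (0.5 mM F6P, 0.1 mM ATP, pH 8.0), then 1.25 nM PFK was added and reactions ran 45 min before ADP-Glo detection.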
Gal4-VP16 FLuc: counter-screen for ROR gamma inhibitors: Gal4-VP16 reporter; Drosophila S2 Gal4-VP16 UAS-luciferase, luminescence, 20 h; Potency, µM (top dose mostly 53.6 µM), inactives show at the top dose activity, negative = inhibition, usual class: inhibitors; 310,000 tested, 3.5% active;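 further: Gal4-VP16 expression switched on by copper sulfate through the metallothionein promoter; potency means the concentration at half of the fitted maximal effect; on the % scale 0 is the no-effect control and ±100 the full control effect; nearly all actives have a fitted effect of over 50% in size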
FBPA coupling cs: inhibits coupling enzyme system, counter-screen for aldolase hits. 290,000 tested, 0.67% active. coupling enzyme system counterscreen, AmpLite Red fluorescence. activity change, negative = inhibition, % at 58.2 µM, hits read low. AID 2472; in the data active means activity change below about -30%; further: on the % scale 0 is the no-effect control and ±100 the full control effect
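First, compound is pin-transferred into glyceraldehyde-3-phosphate coupling-enzyme reagent at 57.5 uM final and held 10 min at RT. Next, substrate, coupling system and AmpLite Red are added. After 20 min RT, fluorescence (525/598 nm) is read.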
NPC1 promoter act: NPC1 promoter activation; Huh7 NPC1 promoter luciferase reporter, 24 h; Potency, µM (doses to about 9.22 µM), for inactives: at the highest dose activation, hits mostly activators; 320,000 tested, 2.4% active; AID 485313;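 further: potency means the concentration at half of the fitted maximal effect; % of control where 0% means no effect; nearly all actives have a fitted effect of over 60% in size; reporter is driven by a mutant NPC1 promoter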
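Luminescence read-out of NPC1 promoter-driven luciferase in stably transfected Huh7 cells; compounds delivered in DMSO and left 24 h at 37C, 5% CO2, qHTS titration format.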
FLuc modulator: counter-screen for miR-21 project: firefly luciferase inhibitors or activators; 360,000 tested, 6.9% active; AID 588342; purified FLuc, Km substrates, luminescence inhibition; P08659; Potency, µM (titrated, usually from 57.5 µM), for inactives: top-dose activity change, negative = inhibition, usual class: inhibitors;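 further: potency means the concentration at half of the fitted maximal effect; plate controls were vehicle for no effect and reference inhibitor for full effect; nearly all actives have a fitted effect of over 55% in size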
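Purified P. pyralis luciferase (10nM final) with 10uM D-luciferin and 10uM ATP (Km levels) in 50mM Tris acetate pH 7.5, 10mM Mg acetate, 0.01% Tween-20, 0.05% BSA; qHTS 6-point titration, ~60 µM downward; luminescence read.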
RORg inh: inhibitors of mouse ROR gamma transcriptional activity. P51450. Drosophila S2 Gal4-RORgamma UAS-luciferase reporter, 20 h. Potency, µM (highest dose often 53.6 µM), for inactives: at the top dose activity change, negative = inhibition, most hits filed as inhibitors. 310,000 tested, 5.4% active. AID 2551; further: potency means the concentration at half of the fitted maximal effect; on the % scale 0 is the no-effect control and ±100 the full control effect; nearly all actives have a fitted effect of over 60% in size
Target sequence (P51450 whole entry, looked up, the tested form may be a part): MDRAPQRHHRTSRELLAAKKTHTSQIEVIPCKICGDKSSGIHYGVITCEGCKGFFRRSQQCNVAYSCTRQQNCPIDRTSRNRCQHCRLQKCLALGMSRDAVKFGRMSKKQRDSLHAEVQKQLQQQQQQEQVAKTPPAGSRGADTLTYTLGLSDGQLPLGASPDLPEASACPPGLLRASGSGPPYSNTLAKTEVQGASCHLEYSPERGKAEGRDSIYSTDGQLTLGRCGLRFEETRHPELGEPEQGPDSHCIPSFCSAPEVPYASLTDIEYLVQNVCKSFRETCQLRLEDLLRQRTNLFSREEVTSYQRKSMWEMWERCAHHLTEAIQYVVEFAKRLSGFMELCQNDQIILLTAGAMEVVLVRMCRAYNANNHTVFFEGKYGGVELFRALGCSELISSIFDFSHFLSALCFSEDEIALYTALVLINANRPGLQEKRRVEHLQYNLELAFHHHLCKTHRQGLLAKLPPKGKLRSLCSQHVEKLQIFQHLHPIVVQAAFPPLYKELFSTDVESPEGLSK
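Drosophila Schneider cells stably carrying a metallothionein-driven Gal4 DBD–ROR gamma fusion and a UAS-Photinus luciferase reporter were exposed to compound for 1 hr, then induced with copper sulfate (700 uM final) for 20 hr at ambient temperature before luminescence reading.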
KCNH2 3.1 block: inhibitors of human KCNH2 3.1 potassium channel isoform; 340,000 tested, 0.95% active; activity change, % (tested at about 1.8 µM); AID 720553; U2OS KCNH2 3.1, thallium flux FluxOr; active compounds read low;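 active means maximum activity change below -70%; inconclusive means maximum activity change from -70% to -50%; inactive means maximum activity change above -50%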;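 further: thallium influx rate constant from kinetic fluorescence after stimulation buffer; on the % scale 0 is the no-effect control and ±100 the full control effect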
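We transduce U2OS cells with the mutant 3.1 virus, culture them overnight, load FluxOr with Red40 quencher for 45 min, then add stimulation buffer and read kinetically for 2 min to derive a normalized rate constant.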
uPA surface inh: blocks generation of uPA at the cell surface | 330,000 tested, 0.31% active | Potency, µM (titrated, usually from 38.3 µM), for the others: at the top dose activity change, negative = inhibition, actives largely listed as inhibitors | cell surface uPA generation assay, qHTS; active means well fitted inhibition curve with a large enough effect; inconclusive means small, poorly fitted or top-dose-only effect; inactive means no such curve, though single readings can be large or run the other way; tested in mouse RAW 264.7 cells; further: potency means the concentration at half of the fitted maximal effect; on the % scale 0 is the no-effect control and ±100 the full control effect; nearly all actives have a fitted effect of over 55% in size
ELG1 genotoxic: genotoxicity induction in ELG1-luciferase HEK293T cells. 330,000 tested, 1.3% active. Potency, µM (highest dose often 46 µM), for inactives: top-dose activity change, positive = activation, usual class: activators. HEK293T ELG1-luciferase reporter, luminescence, 16 h; further: potency means the concentration at half of the fitted maximal effect; % of control where 0% means no effect; nearly all actives have a fitted effect of over 60% in size
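HEK293T cells expressing luciferase-tagged ELG1 were treated with compound or DMSO for 16 hr at 37°C. Luciferase activity was then read after 30 min with ONE-Glo at room temperature; rising signal flags genetic stress.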
Giardia kill: kills Giardia lamblia; AID 540267; 340,000 tested, 0.15% active; Giardia lamblia trophozoite viability; activity change, % at 7.66 µM, hits read low; in the data active means activity change below about -80%; inconclusive means between about -30% and that limit;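 further: parasites exposed to compound for two days anaerobically before the ATP read; on the % scale 0 is the no-effect control and ±100 the full control effect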
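Giardia trophozoites, 100 cells per well, were exposed to compounds for 48 hrs at 37 deg C under anaerobic conditions; viability was then read as ATP content by bioluminescence after 15-30 min at room temperature.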
Rab9 promoter act: Rab9 promoter activation; 320,000 tested, 2.8% active; AID 485297; Potency, µM (top dose mostly 9.22 µM), for inactives: top-dose activation, negative = inhibition, usual class: activators; Huh7 Rab9 promoter-luciferase reporter, luminescence, 24 h; further: potency means the concentration at half of the fitted maximal effect; % of control where 0% means no effect; nearly all actives have a fitted effect of over 60% in size
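Promoter activation is measured as luciferase luminescence in Huh7 cells stably transfected with a Rab9 promoter–luciferase construct, following 24 h compound exposure at 37 °C and 10 min reagent incubation at ambient temperature.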
* hit, by the source's call; ? = inconclusive; . = not tested or not shown; & = joins results of further samples; [ ] = remark or other dose. Unless noted, the call rests on the fitted dose curve; in most records, active means well fitted curve in the direction sought with a large enough effect; inconclusive means small, poorly fitted or top-dose-only effect, or another doubt; inactive means no such curve, though single readings can be large; an effect the other way counts as inactive or inconclusive.

SMILES	Tb PFK block	Gal4-VP16 FLuc	FBPA coupling cs	NPC1 promoter act	FLuc modulator	RORg inh	KCNH2 3.1 block	uPA surface inh	ELG1 genotoxic	Giardia kill	Rab9 promoter act
COc1ccc(OC)c(C(=O)Cn2c3[n+](c4ccc(C(F)(F)F)cc42)CCCCC3)c1	1%	-1%	4	-4%	0%	?	16	1%	-9%	-3	-2%
COc1ccc(S(=O)(=O)N2c3ccccc3OCC2c2ccccc2)cc1 (stereo not given)	-1%	?	-6	-17%	-1%	?	-25	-11%	-4%	5	-3%
C[N+]12CCC(CC1)C(OC(=O)C(O)(c1ccccc1)c1ccccc1)C2 (stereo not given)	2%	-2%&5%	-6&4	-2%	3%	-17%&-10%	7	-5%	3%	12	1%
CCCC(=O)Nc1ccccc1NC(=O)C1CCCCC1	-6%	-8%	2	2%	1%	4%	-1	.	-6%	-11	1%
Cn1c(C(O)c2ccc(Br)cc2)nc(Cl)c1Cl (stereo not given)	-8%	-11%	1	2%	3%	5%	-11	1%	-5%	13	-6%
COc1ccc(N2CCN(C(c3cccs3)C(C)NC(=O)C(=O)N3CCOCC3)CC2)cc1 (stereo not given)	2%	-5%	.	-19%	0%	-16%	-3	-6%	0%	-21	2%
O=C(CNS(=O)(=O)c1ccc(Br)cc1Cl)OCC(=O)N1CCCC1=O	-3%	.	.	-2%	0%	.	-15	-35%	-4%	4	-5%
CNc1nc(-c2ccccc2)cc(C)c1S(C)(=O)=O	-3%	3%	0	-2%	-15%	30%	-17	1%	6%	-10	0%
Cc1ccc(CNC(=O)COC(=O)c2ccc(Br)cc2)cc1	0%	-10%	12	7%	-2%	3%	-11	5%	-1%	-21	-3%
CC(=O)Oc1ccc2nc(-c3ccco3)oc(=O)c2c1	4%	-13%	0	-3%	12µM*	?	6	6%	-3%	4	0%
Cc1cc(C)cc(-n2c(SCC(=O)NCc3ccco3)nc3ccccc3c2=O)c1	-3%	-14%	5	-6%	1%	?	-8	-10%	6%	21	-5%
CCN(CC)c1ccc(/C=N/NC(=O)c2ccco2)c(O)c1	-10%	3.2µM*	-3	-5%	5.4µM*	0.79µM*	7	?	23µM*	11	-17%
CC(=O)c1ccc(N2CCN(C(=O)CCCc3nc4ccccc4s3)CC2)cc1	0%	?	-2	0%	-9%	?	-15	-17%	-1%	-3	-12%
CC(=O)c1ccc(-c2ccc(C(=O)Nc3nc(C)c(C(C)=O)s3)o2)cc1	-1%	.	.	1%	-2%	.	9	6%	3%	5	2%
CC1(C)Oc2ccc3ccc(=O)oc3c2C[C@H]1O[C@@H]1O[C@H](CO)[C@@H](O)[C@H](O)[C@H]1O	0%	.	.	.	.	.	-20	-6%	3%	-4	.
Fc1ccccc1Nc1ncnc2c1nnn2Cc1ccccc1	0%	28%	-3	8%	-16%	24%	-2	22%	1%	-22	2%
O=C(CCCn1c(SCC(=O)Nc2ccccc2Cl)nc2ccccc2c1=O)NCC1CCCO1 (stereo not given)	-16%	-15%	.	7%	-2%	-1%	-10	4%	-4%	7	-4%
Cc1occc1C(=O)/C(C#N)=C/c1ccc(O)c(Br)c1	5%	-2%	10	1%	?	-2%	-5	-3%	-12%	-18	-3%
CC(=O)NCC(=O)OCC(=O)c1ccc2ccccc2c1	-4%	14%	4	0%	-19%	6%	-11	0%	-1%	6	-2%
O=C(COc1ccc2c(C(F)(F)F)cc(=O)oc2c1)Nc1ccc2c(c1)OCCO2	-2%	6%	-1	1%	1%	-7%	-1	6%	1%	-17	1%
CC1CN(C(=O)C2CCCC2)C(C)CN1C(=O)C1CCCC1 (stereo not given)	8%	4%	5	-5%	2%	0%	3	1%	1%	-9	-2%
CCN1C(=O)/C(=C/c2cn(C)nc2C)SC1=S	-2%	20%	6	-4%	-11%	0%	.	.	3%	-5	1%
CC1(C)OC1COc1c2ccoc2cc2oc(=O)ccc12 (stereo not given)	1%	-11%	-1	0%	-2%	-7%	9	?	1%	-29	-1%
CC(C)OCCCNC(=O)CCSc1ccc(Cl)cc1	1%	-4%	4	-2%	4%	-35%	2	.	1%	-11	10%
Cc1nnc(SCC2=C(C(=O)O)N3C(=O)C(NC(=O)Cn4nc(C(F)F)cc4C)C3SC2)s1 (stereo not given)	-10%	2%	2	-28%	-1%	4%	-4	1%	1%	-13	-3%

In the list so far, these contain two or more sulfur atoms:
SMILES	Tb PFK block	Gal4-VP16 FLuc	FBPA coupling cs	NPC1 promoter act	FLuc modulator	RORg inh	KCNH2 3.1 block	uPA surface inh	ELG1 genotoxic	Giardia kill	Rab9 promoter act
CCN1C(=O)/C(=C/c2cn(C)nc2C)SC1=S	-2%	20%	6	-4%	-11%	0%	.	.	3%	-5	1%
Cc1nnc(SCC2=C(C(=O)O)N3C(=O)C(NC(=O)Cn4nc(C(F)F)cc4C)C3SC2)s1 (stereo not given)	-10%	2%	2	-28%	-1%	4%	-4	1%	1%	-13	-3%

3 of the entries above in order of their number in NPC1 promoter act, smallest number first.
Structure | Tb PFK block | NPC1 promoter act | RORg inh | uPA surface inh | Rab9 promoter act
COc1ccc(N2CCN(C(c3cccs3)C(C)NC(=O)C(=O)N3CCOCC3)CC2)cc1 (stereo not given) | 2% | -19% | -16% | -6% | 2%
CCN1C(=O)/C(=C/c2cn(C)nc2C)SC1=S | -2% | -4% | 0% | . | 1%
Fc1ccccc1Nc1ncnc2c1nnn2Cc1ccccc1 | 0% | 8% | 24% | 22% | 2%

Returning to the listing, starting 3 compounds before the break.
SMILES	Tb PFK block	Gal4-VP16 FLuc	FBPA coupling cs	NPC1 promoter act	FLuc modulator	RORg inh	KCNH2 3.1 block	uPA surface inh	ELG1 genotoxic	Giardia kill	Rab9 promoter act
CC1(C)OC1COc1c2ccoc2cc2oc(=O)ccc12 (stereo not given)	1%	-11%	-1	0%	-2%	-7%	9	?	1%	-29	-1%
CC(C)OCCCNC(=O)CCSc1ccc(Cl)cc1	1%	-4%	4	-2%	4%	-35%	2	.	1%	-11	10%
Cc1nnc(SCC2=C(C(=O)O)N3C(=O)C(NC(=O)Cn4nc(C(F)F)cc4C)C3SC2)s1 (stereo not given)	-10%	2%	2	-28%	-1%	4%	-4	1%	1%	-13	-3%
CC(=O)Nc1ccc(C(=O)OCC(=O)N2CC3(C)CC2CC(C)(C)C3)cc1 (stereo not given)	-1%	.	.	.	.	.	-13	1%	-1%	15	.
CCCCCCNCc1c(F)cccc1Cl	-3%	1%	7	2%	1%	-8%	1	4%	0%	-19	2%
Cc1ccc(OCC(=O)NC2CC(C)(C)NC(C)(C)C2)cc1C	0%	-5%	-1	0%	2%	-6%	0	0%	0%	3	-4%
Cc1[nH]c(=O)[nH]c(=O)c1S(=O)(=O)Nc1ccc(F)cc1Cl	3%	10%	1	-1%	7%	18%	4	3%	0%	2	-6%
CCOC(=O)C(C)N1C(=O)S/C(=C/c2ccc3c(c2)n(C)c(=O)n3C)C1=O (stereo not given)	0%	-13%	-3	-6%	-1%	-7%	7	-17%	?	-2	20%
COc1ccc(NC(=O)Cc2ccc(C)cc2)cc1S(=O)(=O)N1CCCCC1	-8%	.	.	1%	-1%	.	-6	12%	-3%	?	-6%
COc1ccc(C(=O)OCC2CC(c3ccccc3)N(C)O2)cc1 (stereo not given)	-4%	-5%	-1	1%	-24%	39%	2	.	-1%	-4	-2%
O=C(NCc1cccnc1)Nc1cccc(C(F)(F)F)c1	1%	-3%	-2	6%	-1%	35%	0	1%	1%	-1	3%
Nc1c(C(=O)C2CC2)sc2nc3c(cc12)CCC3	-3%	?	1	2.5µM*	8.5µM*	34%	-10	1%	?	8	?
COc1ccc(CNC(=O)c2ccccc2C(=O)O)cc1	3%	6%	1	3%	1%	11%	3	-7%	-3%	-1	-2%
N#CCN1CCN(CC(=O)Nc2cccc3ccccc23)CC1	0%	0%	-1	9%	2%	-12%	-6	-2%	2%	-8	-3%
Cn1c(=O)[nH]c(=O)c2c1nc(N1CCN(CCO)CC1)n2CCSc1nc2ccccc2s1	-1%	6%	-2	4%	3%	21%	-8	0%	1%	15	-5%
CC(C)(C)NC(=O)CSC(=Nc1ccccc1F)NC#N	-21%	?	-12	4µM*	-10%	?	-15	.	4%	-3	4µM*
NNC(=O)c1csc(COc2cc(Cl)cc(Cl)c2)n1	0%	-16%	7	-6%	4%	9%	-22	-3%	1%	0	-3%
Cc1nn(CC(=O)Nc2ccc3c(c2)oc2ccccc23)c(=O)c2ccccc12	-1%	-4%	-1	-4%	-4%	23%	23	-3%	-1%	5	-10%
CCOc1cccc(NC(=O)CSc2nc(C)c3c(c2C#N)CCCC3)c1	2%	2%	0	3%	3%	-12%	-6	.	1%	41[activator]	-2%

Compound activity from PubChem.

Random draw from the library, and some 14% of all compounds hit somewhere here.
